ERG Ets-DNA blk = inhibitors of human ERG Ets domain-DNA interaction | P11308 | fluorescence polarization, His-ERG Ets domain / labelled DNA | Potency, µM (top dose mostly 76.9 µM), for the others: at the top dose FP activity, negative = inhibition, actives largely listed as inhibitors | 370,000 tested, 0.028% active | AID 624246; active = well fitted inhibition curve with a large enough effect in the polarisation, with a control signal flat; inconclusive = small, poorly fitted or top-dose-only effect, or effect the other way, or a change in a side signal; inactive = no such curve, though single readings can be large or run the other way; the % refers to the polarisation;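 note: polarization taken with two DNA probes labelled with fluorescein and Texas red; potency is the fitted concentration of half-maximal effect; % of control where 0% means no effect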
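His-tagged ERG Ets domain (1 uM in the protein solution; 300mM KCl, 50mM Tris-HCl, 1mM EDTA, 1mM DTT, pH 7.5) received compound, then a probe mix of 5 nM fluorescein-DNA and 100nM Texas-615-DNA. Fluorescence polarization was read for both dyes.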
12-LOX inh = ALOX12 (human) lipoxygenase inhibition; P18054; purified 12hLO, xylenol orange hydroperoxide absorbance; Potency, µM (highest dose often 108 µM), inactives show at the top dose activity change, negative = inhibition, hits mostly inhibitors; 580,000 tested, 1.1% active; note: potency is the fitted concentration of half-maximal effect; % is set by controls: 0 for no effect and ±100 for the full control effect
Target sequence (P18054 whole entry, looked up): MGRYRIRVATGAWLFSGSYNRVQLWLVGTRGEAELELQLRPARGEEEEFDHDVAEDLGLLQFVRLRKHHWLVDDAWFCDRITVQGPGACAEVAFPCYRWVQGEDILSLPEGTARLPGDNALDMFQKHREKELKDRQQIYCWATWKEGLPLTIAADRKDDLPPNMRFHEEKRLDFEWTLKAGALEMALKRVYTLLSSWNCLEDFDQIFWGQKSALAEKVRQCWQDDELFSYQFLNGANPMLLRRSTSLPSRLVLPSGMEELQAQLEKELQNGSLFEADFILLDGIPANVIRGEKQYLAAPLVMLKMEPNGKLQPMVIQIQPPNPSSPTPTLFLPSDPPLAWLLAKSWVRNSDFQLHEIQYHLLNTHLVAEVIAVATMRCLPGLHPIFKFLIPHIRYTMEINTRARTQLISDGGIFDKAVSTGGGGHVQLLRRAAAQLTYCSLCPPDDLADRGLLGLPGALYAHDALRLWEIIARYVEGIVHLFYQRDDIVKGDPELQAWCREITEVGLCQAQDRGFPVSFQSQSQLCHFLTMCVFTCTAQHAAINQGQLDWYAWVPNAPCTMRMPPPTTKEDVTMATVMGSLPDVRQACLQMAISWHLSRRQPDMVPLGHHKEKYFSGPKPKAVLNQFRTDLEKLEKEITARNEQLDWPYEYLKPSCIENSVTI
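Purified human 12hLO at 150 nM in 25 mM Hepes, 0.01% Triton X-100, pH 7.0, preincubated 15 min at room temperature with compound. Reaction started with 40 uM arachidonic acid, 30 min at room temperature. Hydroperoxide measured by Fe-xylenol orange, 573/405 nm absorbance ratio.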
Glioma ERSR ind = inducers of ER stress response in human glioma cells. U87-MG GRP78 promoter luciferase reporter, 16 h. Potency, µM, for inactives: at the highest dose activation, usual class: activators. 420,000 tested, 0.02% active. AID 602332; note: potency is the fitted concentration of half-maximal effect; series mostly up to about 76 µM; % of control where 0% means no effect; nearly all actives have a fitted effect of over 35% in size
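Stably transfected U87-MG human glioma cells carrying a GRP78-based luminescent sensor were seeded at 1000 cells/well, pin-dosed with compounds and incubated 16 h. Luciferase reagent was then added, and end-point luminescence was read after 10 min at room temperature.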
Vif-A3G inh = inhibitors of Vif-APOBEC3G interaction; Potency, µM (series often up to 46.1 µM), for inactives: at the top dose activity, negative = active, actives largely listed as inhibitors; 410,000 tested, 0.076% active; HeLa A3G-eYFP + Vif (tagged APOBEC3G with the HIV-1 protein that degrades it), YFP fluorescence, overnight;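 note: potency is the fitted concentration of half-maximal effect; % is set by controls: 0 for no effect and ±100 for the full control effect; nearly all actives have a fitted effect of over 60% in size; hits raise eYFP signal because A3G escapes Vif-driven loss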
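HeLa cells stably expressing Vif and C-terminally eYFP-tagged A3G, seeded overnight at 37 deg C, then exposed to compound by pintool overnight at 37 deg C. Rise in yellow fluorescence (Ex 488/Em 500-530, Acumen) marks blocked Vif-driven A3G degradation.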
D2 ag = D2 dopamine receptor (human) agonism; activation, % at 2 µM; P14416; HEK293 T-REx D2 cells, calcium flux agonist mode; AID 485358; 340,000 tested, 0.53% active;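 active = activation over 3 SD above normal in the single-dose calcium agonist read, cut at about 30% in these data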; note: 0% is about no effect
Target sequence (P14416 whole entry, looked up): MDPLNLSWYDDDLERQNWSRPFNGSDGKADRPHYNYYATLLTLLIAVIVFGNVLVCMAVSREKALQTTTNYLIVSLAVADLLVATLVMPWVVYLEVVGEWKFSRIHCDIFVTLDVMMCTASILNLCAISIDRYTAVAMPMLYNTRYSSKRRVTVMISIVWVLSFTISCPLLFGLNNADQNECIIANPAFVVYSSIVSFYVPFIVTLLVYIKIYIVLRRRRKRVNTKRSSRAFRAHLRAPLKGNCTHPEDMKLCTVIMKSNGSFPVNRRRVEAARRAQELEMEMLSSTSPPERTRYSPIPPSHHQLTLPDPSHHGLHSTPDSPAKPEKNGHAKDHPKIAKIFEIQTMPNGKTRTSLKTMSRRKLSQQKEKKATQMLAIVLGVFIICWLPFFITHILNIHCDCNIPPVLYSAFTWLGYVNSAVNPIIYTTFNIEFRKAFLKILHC
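Agonism is scored from calcium flux in a force-coupled, inducible HEK293 cell line expressing D2, read kinetically for 180 s after compound addition against dopamine controls.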
D2 antag = D2 dopamine receptor (human) antagonism; inhibition, % at 10 µM; P14416; 340,000 tested, 2% active; HEK293 TREx D2 cells, calcium flux, dopamine EC80; AID 485344; in the data active = inhibition above about 30%; note: 0% is about no effect
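Antagonism is scored as inhibition of an EC80 dopamine-evoked calcium signal in a force-coupled, tetracycline-inducible HEK293 T-REx D2 line, with compound present 180 s before agonist.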
RGS4 inh = human RGS4 inhibition | P49798 | Transcreener GDP fluorescence polarization, RGS4-accelerated GTP hydrolysis | Potency, µM (highest dose often 114 µM), without a hit: top-dose activity change, negative = inhibition, usual class: inhibitors | 390,000 tested, 0.039% active; note: potency is the fitted concentration of half-maximal effect; % is set by controls: 0 for no effect and ±100 for the full control effect; nearly all actives have a fitted effect of over 75% in size; some results filed as inactive show a strong effect at the top dose
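MLSMR compounds (23 nl, pin-transferred) preincubated 10 min at room temperature with a 500nM (2x) first reagent, then RGS4 at 900nM (2x) plus Transcreener GDP mix added; fluorescence polarization (620/688 nm) read before and after 90 min at 30 °C.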
Vif-APOBEC3F blk = blocks the Vif interaction with APOBEC3F; HeLa A3F-eYFP + Vif (tagged APOBEC3F with the HIV-1 protein that degrades it), YFP fluorescence increase; Potency, µM (doses to about 46.1 µM), for the others: top-dose activity, negative = active; 390,000 tested, 0.2% active; note: potency is the fitted concentration of half-maximal effect; % of control where 0% means no effect; nearly all actives have a fitted effect of over 65% in size
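HeLa cells stably expressing Vif plus C-terminally eYFP-tagged A3F were seeded, incubated overnight at 37 deg C, dosed with compound, incubated overnight again at 37 deg C. Yellow fluorescence (Ex 488/Em 500-530) reported blocked Vif-mediated A3F-eYFP degradation.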
LDHA block = LDHA (human) enzyme inhibition | P00338 | purified LDHA, NADH/diaphorase-resazurin fluorescence; active compounds read low | activity change, % (values are at about 110 or 230 µM) | 480,000 tested, 0.15% active | AID 1347041; in the data active = activity change below about -30%; inconclusive = mostly about -25% to -30%;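 note: plate controls were DMSO wells for no effect and wells without enzyme for full effect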
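Human LDH5 at 2 nM final in Tris HCl pH 7.4 with 0.06 mM NADH and 0.2 mM pyruvate, reacted 5 minutes at room temperature. Remaining NADH coupled via diaphorase/resazurin; resorufin fluorescence read at 0 and 20 minutes, normalized to enzyme-free and DMSO wells.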
* = called active by the depositor; i = inactive; ? = inconclusive; nt = no result given; [ ] = another dose, or the depositor's remark. Unless noted, calls come from the whole dose curve; as a rule, active = well fitted curve in the direction sought with a large enough effect; inconclusive = small, poorly fitted or top-dose-only effect, or another doubt; inactive = no such curve, though single readings can be large; an effect the other way counts as inactive or inconclusive.

Structure | ERG Ets-DNA blk | 12-LOX inh | Glioma ERSR ind | Vif-A3G inh | D2 ag | D2 antag | RGS4 inh | Vif-APOBEC3F blk | LDHA block
CC(CCCC(C)(C)O)NC(=O)c1ccc(OC2CCN(C(=O)C3CC3)CC2)cc1 (centres undefined) | -6% | -10% | -3% | -6% | -2.0 | -35 | 13% | 1% | -2
O=C(Cn1c(SCC(=O)NC2CCCC2)nnc1-c1ccncc1)Nc1ccc2c(c1)OCO2 | 0% | 0% | -5% | 0% | -0.7 | -13 | -48% | -2% | 3
COC(=O)c1sccc1NC(=S)Nc1ccc(F)cc1F | 17% | 0% | -6% | 0% | 0.0 | 14 | -6% | -7% | -1
CCN(CC(=O)NCc1cccs1)CC(=O)Nc1ccc(C(N)=O)cc1 | -7% | ? | -2% | 0% | nt | nt | -7% | 6% | -10
COc1cccc(NC(=S)N2CCC(c3ccc(C)cc3)C2)c1 (centres undefined) | -23% | 344%[activator] | -8% | 0% | 1.2 | 11 | 9% | 28% | -4
CCOC(=O)CC1=CC(C)(CC(=O)OCC)C(C#N)(C#N)C(N)=C1C#N (centres undefined) | nt | -12% | -4% | 2% | 0.2 | -4 | -1% | 2% | -5
Cc1cc(/C=N/NC(=O)c2cccc(F)c2)c(C)n1-c1ccccc1 | 1% | -7% | -6% | ? | -0.5 | -2 | 20% | -13% | -2
Cc1ccc(C)c(NC(=O)N2CCN(c3nnc(C)c4c(C)n(-c5ccccc5)nc34)CC2)c1 | -8% | -29% | nt | nt | 0.0 | nt | -33% | nt | -2
Cc1sc2nc(COC(=O)c3ccc(N4CCCC(C)C4)c([N+](=O)[O-])c3)[nH]c(=O)c2c1C (centres undefined) | -3% | -24% | 2% | 3% | 1.4 | -5 | 4% | 1% | 1
Cc1cc(NC(=O)C(C)SCC(=O)N(Cc2ccccc2)c2ccccc2)no1 (centres undefined) | -8% | -3% | -2% | -1% | -0.3 | -18 | 14% | 8% | 3
CCOC(=O)c1cc2ccccc2n1CC(=O)c1ccccc1 | -5% | 6% | -4% | 1% | -0.1 | 6 | 1% | 0% | -10
O=C(NN1C(=O)/C(=C/c2ccc(O)cc2)SC1=S)c1ccccc1O | 114%[activator] | -15% | -7% | 0% | -3.5 | 9 | -23% | -7% | -15
NC(=O)c1ccccc1Nc1nc2nc3ccccc3c(=O)n2cc1Br | -10% | nt | 8% | -10% | 1.0 | 22 | 8% | -14% | -9
c1ccc(-n2c(-c3ccco3)nnc2-c2ccco2)cc1 | 6% | 20% | -4% | -2% | -2.2 | 0 | -23% | 3% | -2
O=C(/C=C\c1ccc2c(c1)OCO2)NC1(C(=O)Nc2ccc3c(c2)OCO3)CCCCC1 | 3% | -5% | 1% | -1% | 0.8 | -27 | -8% | 12% | -12
COc1cc(Cl)ccc1OC1(C)CCN(Cc2ccccc2OC(F)F)C1 (centres undefined) | nt | -9% | -1% | -1% | nt | nt | nt | nt | -1
CCOc1ccc(N2CC(NC(=O)c3ccco3)CC2=O)cc1 (centres undefined) | -3% | -27% | -1% | 0% | nt | nt | -1% | 0% | -4
COc1cccc(CCNC(=O)CCCC(=O)c2ccccc2)c1 | -4% | 26% | -4% | -1% | -0.3 | -7 | -14% | 3% | -2
O=C(Nc1ccc(N2CCCC2)c(Cl)c1)c1ccccc1F | nt | -1% | -1% | -8% | nt | nt | nt | -6% | -2
Nc1ccc(S(=O)(=O)c2ccc(NC(=O)c3cccnc3)cc2)cc1 | 2% | -26% | 6% | -7% | nt | nt | -21% | -11% | -1
CCOC(=O)C1(C)CCN1C(=O)c1ccccc1C(F)(F)F (centres undefined) | nt | -12% | 1% | -2% | nt | nt | nt | nt | -6
Nc1ccc(Nc2nc3ccccc3[nH]2)cc1 | -1% | 2% | 1% | -13% | 0.3 | -4 | -13% | -5% | -8
Cc1nc2c(sc3nc4c(cc32)COC(C)(C)C4)c(=O)n1Cc1ccccc1 | 0% | -9% | 4% | 0% | 0.4 | 20 | 26% | 5% | -12
O=C(NCCc1ccc(Cl)cc1)C1CCC(=O)N1Cc1ccc(F)cc1 (centres undefined) | -4% | -21% | -3% | 4% | 0.6 | -12 | 21% | 1% | -12
O=C(CCl)Nc1cc2[nH]c(=O)[nH]c2cc1Br | -10% | 2% | -13% | -17% | nt | nt | 12% | 13% | 12
NC(=O)CC(NC(=O)Cc1ccc(Br)cc1)c1ccc(NC2CCCC2)c([N+](=O)[O-])c1 (centres undefined) | -9% | -1% | -5% | -6% | -1.5 | -11 | 17% | -16% | -17
Cn1cc(S(=O)(=O)N2CCC3(CC2)OCCO3)c(=O)n(C)c1=O | -6% | 7% | -3% | 2% | 1.4 | 2 | 10% | 4% | 2
N#Cc1ccccc1S(=O)(=O)N1CCN(C(=O)CN2CCCSc3ccccc32)CC1 | 1% | -18% | 0% | 0% | 0.6 | 24 | -10% | -5% | -2
COc1ccc(S(=O)(=O)NCCc2sc(-c3cccc(F)c3)nc2C)cc1 | -5% | -7% | 0% | 1% | nt | nt | -11% | 1% | -1
Cc1cc(C)n(CC(O)COc2c(C)cccc2C)n1 (centres undefined) | 3% | -12% | -1% | -5% | -0.1 | -12 | -13% | -5% | 1
Cc1nc(-c2ccc(S(=O)(=O)Oc3ccccc3Cl)s2)cs1 | -2% | 3% | 4% | -6% | -0.8 | -13 | 24% | 16% | -4
COCCNc1nc(Nc2ccc(C)cc2C)c2sc(-c3ccccc3)cc2n1 | nt | -30% | 0% | -2% | nt | nt | nt | nt | -2
O=C(c1ccccc1Cl)N1CCN(c2ncccn2)CC1 | 0% | 2% | -5% | -2% | nt | nt | -4% | 6% | -2
COc1ccccc1CNc1nc(NCc2ccc3occc3c2)c2sccc2n1 | nt | ? | -4% | -20% | nt | nt | nt | nt | -4
Cc1cccc(OCC(=O)N2CCN(C(=O)COc3ccc(Cl)cc3)CC2)c1 | -14% | -11% | ? | -2% | -0.2 | 21 | -38% | -2% | -4
COc1ccc(C(=O)c2c3ccc(OC)cc3[n+]([O-])n2CCCC(N)=O)cc1 | -2% | -8% | 0% | 1% | -0.8 | 11 | 12% | -5% | 4
Cc1ccc2c(c1)c(C)c(C)n2CC(O)CN1CCCCC1C (centres undefined) | 8% | -19% | -1% | 0% | -1.0 | 16 | 13% | 0% | -1
COC(=O)c1ccc(Nc2nc(C)cc(=O)[nH]2)cc1 | -1% | 0% | 1% | -2% | 0.4 | 16 | -27% | -19% | -7
CC(=O)C1C(c2ccc([N+](=O)[O-])cc2)c2c(noc2C)CC1(C)O (centres undefined) | 5% | 164%[activator] | -2% | -4% | -0.6 | -4 | -40% | 1% | -2
Cc1cc(S(=O)(=O)N2CCCCC2CCNC(=O)C(=O)NCc2cccnc2)ccc1F (centres undefined) | 2% | 2% | -2% | 0% | 0.5 | 1 | 10% | 2% | -6

Sorted by SMILES length (rising): 3 of the compounds above.
Structure | ERG Ets-DNA blk | 12-LOX inh | Glioma ERSR ind | Vif-A3G inh | D2 ag | D2 antag | RGS4 inh | Vif-APOBEC3F blk | LDHA block
COC(=O)c1ccc(Nc2nc(C)cc(=O)[nH]2)cc1 | -1% | 0% | 1% | -2% | 0.4 | 16 | -27% | -19% | -7
COc1ccccc1CNc1nc(NCc2ccc3occc3c2)c2sccc2n1 | nt | ? | -4% | -20% | nt | nt | nt | nt | -4
COCCNc1nc(Nc2ccc(C)cc2C)c2sc(-c3ccccc3)cc2n1 | nt | -30% | 0% | -2% | nt | nt | nt | nt | -2

Going on with the list:
Structure | ERG Ets-DNA blk | 12-LOX inh | Glioma ERSR ind | Vif-A3G inh | D2 ag | D2 antag | RGS4 inh | Vif-APOBEC3F blk | LDHA block
CCOC(=O)C1CCN(C(=O)c2ccccc2NC(=O)c2nsc3ccccc23)CC1 | 6% | -22% | 0% | 2% | -0.4 | nt | 4% | 1% | 0
CCc1nc2ccc(C(=O)N3CCN(C(=O)c4ccco4)CC3)cn2c1N(C)C(=O)COc1ccccc1 | nt | 6% | 2% | -1% | nt | nt | nt | nt | -6
Cc1nn(-c2ccccc2)c(Cl)c1CN(C(=O)CCl)c1cccc2ccccc12 | -6% | -16% | -14% | -27% | -0.5 | -7 | -9% | -7% | -1
Cc1c(Cl)cccc1NC(=O)C(C)n1c(=O)cc(-c2ccccc2)c2c(C)nn(C)c21 (centres undefined) | -2% | ? | -3% | 3% | -0.6 | nt | -4% | -1% | 3
Cc1coc2c1c(C)cc1oc(=O)c(CC(=O)NCCCCCC(=O)O)c(C)c12 | -2% | -13% | -3% | 0% | -0.3 | 2 | 6%[56.9 µM] | ? | 1
C=CCc1ccccc1OCC(CN1CCCCC1)OC(C)=O (centres undefined) | 12% | 41%[activator] | 7% | -7% | 1.0 | 19 | -26% | -5% | -3
CCCNC(=O)c1ccc2c(c1)sc1nc(-c3ccc(C)cc3)cn12 | -5% | -2% | 0% | -8% | 0.3 | nt | -7% | 1% | -3
COc1ccc(Cl)cc1NC(=O)c1cn(C2CCCC2)c(=O)c2c1c1ccccc1n2C | 7% | 0% | 1% | 9% | 0.6 | nt | 5% | 1% | 3
CCOc1ccc(N2CC(C(=O)Nc3ncccc3C)CC2=O)cc1 (centres undefined) | 1% | i | -4% | 2% | 0.4 | 2 | 18% | 1% | -4
Cc1nc(Nc2nc(-c3ccccc3)cc(=O)[nH]2)nc2ccccc12 | -4% | ? | -6% | -5% | nt | nt | -40% | -21% | -3

Bioassay records as filed in PubChem BioAssay.

The list is partial (hit frequency here may not be typical).
